# Bioassay records deposited in PubChem BioAssay by several laboratories.
# DPM-DC inhibit = S. pneumoniae DPM-DC inhibitors, primary screen, biochemical, PK/LDH-coupled NADH fluorescence; diphosphomevalonate decarboxylase (Streptococcus pneumoniae D39); purified DPM-DC; calls only at 10 µM; 65,000 compounds, 0.49% hits;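 active means the 320 compounds with the highest percent inhibition in the single-dose primary screen, excluding strongly autofluorescent ones, cut at about 32% in these data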;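 further: kinetic rate of NADH fluorescence loss reporting ADP formed by the decarboxylase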
# LYP phosphatase = LYP phosphatase inhibitors, primary screen, biochemical, DiFMUP fluorescence, recombinant catalytic domain, 10 µM (AID 606) | inhibition, % at 10 µM, or IC50 in µM where a hit was titrated | Tyrosine-protein phosphatase non-receptor type 22 (Homo sapiens) | recombinant LYP catalytic domain, DiFMUP fluorescence; higher % means a stronger effect | 52,000 tested, under 10 active;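 active means IC50 under 40 µM in the dose-response test; inactive means IC50 of 40 µM or more, or never dose-tested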
# Spn MK inh = S. pneumoniae MK inhibitors, primary screen, biochemical, PK/LDH-coupled NADH absorbance; purified MK, PK/LDH-coupled NADH absorbance 340 nm; mevalonate kinase [Streptococcus pneumoniae D39]; 65,000 compounds, 0.48% hits; inhibition, % at 10 µM;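 active means ranked among the strongest by inhibition in the single 10 µM screen, a fixed top-ranked set picked for dose follow-up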; further: no value below 0 was filed
# Spn PMK inh = S. pneumoniae PMK inhibitors, primary screen, biochemical, mevalonate pathway, pilot trial included; purified PMK, PK/LDH-coupled NADH absorbance 340 nm; inhibition, % at 10 µM; AID 539, 2006; 65,000 compounds, 0.49% hits;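 active means top-ranked compounds by inhibition in the single 10 µM screen, taking a fixed number of the strongest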;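 further: 0% = full reaction with DMSO carrier and 100% = background rate without enzyme reaction; no value below 0 was filed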
# HPDE-C7K KRASV12 = cytotoxicity in KRAS-transformed pancreatic duct cells, primary screen, cell-based, fluorescence, HTS (AID 431); HPDE-C7K KRASV12 cells, Alamar Blue viability, 48 h; higher % means a stronger effect; 63,000 compounds, 1.7% hits; cytotoxicity, % at 10 µM; hits with a dose series show EC50 in µM;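 active means compounds whose percent cytotoxicity in the single-dose primary screen, scaled between solvent and toxic-drug controls, exceeds 50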;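 further: 0% = DMSO solvent wells and 100% = doxorubicin-treated wells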
# HPDE-C7 viability = cytotoxicity in HPDE-C7 cells, cell-based, fluorescence, HTS (AID 430); HPDE-C7 pancreatic duct cells viability, fluorescence; higher % means a stronger effect; cytotoxicity, % at 10 µM; hits with a dose series show EC50 in µM; 63,000 compounds, 1.8% hits;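 further: cells exposed to compound for 48 hours before viability readout; 0% = vehicle and 100% = reference cytotoxic drug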
# HT1080 cytotoxicity = cytotoxicity in HT1080 fibrosarcoma cells, cell-based, fluorescence readout (AID 620). HT1080 viability, fluorescence; higher % means a stronger effect. one-dose cytotoxicity, % at 10 µM; EC50 in µM for titrated hits. 87,000 compounds, 0.42% hits;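 further: cells exposed to compound overnight then 4 h with Alamar Blue; 0% = vehicle DMSO and 100% = killing control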
# TNAP inhibition = human TNAP enzyme inhibitors, biochemical, luminescent (AID 518); purified TNAP enzyme, luminescent substrate readout; higher % means a stronger effect; one-dose inhibition, % at 20 µM; IC50 in µM for titrated hits; 64,000 compounds, 0.09% hits; in the data active means a potency from the dose series; inactive means the rest, 99 in 100 with inhibition below about 22%;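 further: plate controls were vehicle for no effect and reference inhibitor for full effect; many of its hits are not listed in these tables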
# Bfl-1 displacement = Bfl-1 inhibitors, primary screen, biochemical, fluorescence polarization, FITC-Bid, mouse (AID 432). 64,000 compounds, 0.02% hits. FITC-Bid BH3 peptide fluorescence polarization displacement; higher % means a stronger effect. displacement, % at 20 µM, or IC50 in µM where a hit was titrated; in the data active means a potency from the dose series; inactive means the rest, 99 in 100 with displacement below about 15%; further: strong numbers were not always called active
# Spn PMK inh pilot replicates = second read-out of Spn PMK inh, no call of its own (marks repeat the call); inhibition, %; measured here: pilot screen replicates
# Spn MK inh pilot replicates = second read-out of Spn MK inh, no call of its own (marks repeat the call); inhibition, %; measured here: pilot screen replicates
# DPM-DC inhibit pilot screen % = second read-out of DPM-DC inhibit, no call of its own (marks repeat the call); inhibition, %; measured here: pilot screen trials
# * marks the source's active call; other numbers are inactive results; i = inactive; . = not tested or not shown. Unless noted, no stated cut-off is given here; in the data, active means cytotoxicity above about 50%; inactive means the rest.
SMILES,DPM-DC inhibit,LYP phosphatase,Spn MK inh,Spn PMK inh,HPDE-C7K KRASV12,HPDE-C7 viability,HT1080 cytotoxicity,TNAP inhibition,Bfl-1 displacement,others
CCC1(CC)C(=O)NC(=Nc2cccc(C(F)(F)F)c2)NC1=O,i,6%,2,0,-28%,-15%,2%,5%,4%,
Nc1ccc(N2CCN(Cc3ccccc3Cl)CC2)c(Cl)c1,i,-5%,5,2,.,.,1%,4%,5%,
Cc1ccc2cccc(OC(=O)N(C)c3ccccc3)c2n1,i,14%,7,6,3%,0%,0%,4%,-8%,
C=CCn1c(O)c(C(C)=Nc2cc(OC)ccc2OC)c(=O)[nH]c1=O,i,1%,6,2,-11%,3%,-10%,6%,3%,
CC(=NCc1cccnc1)c1c(O)n(C2CCCCC2)c(=O)[nH]c1=O,i,.,8,8,-8%,-8%,-3%,10%,-4%,
COc1ccc(CN2CCN(Cc3ccccc3)CC2)c(OC)c1,i,5%,2,4,-3%,1%,10%,6%,0%,
CCOc1cccc(N2C(=O)CC(=O)NC2=O)c1,i,11%,6,1,1%,-8%,7%,8%,0%,Spn PMK inh pilot replicates=0.5;Spn MK inh pilot replicates=0.0;DPM-DC inhibit pilot screen %=2.5
CCCCNC(=O)Nc1ccc(C(O)(C(=O)OC)C(F)(F)F)cc1 (configuration not stated),i,1%,3,1,5%,-1%,14%,6%,5%,
CCC(=O)N1CCN(CCN=Cc2c(O)n(C)c(=O)n(C)c2=O)CC1,i,13%,7,9,-7%,-11%,-5%,6%,3%,
Cc1nnc2n1-c1ccc(Br)cc1C(c1ccccc1Cl)=NC2,i,-3%,9,0,11%,1%,5%,2%,-3%,
CN1[C@@H]2CC[C@H]1CC(OC(=O)C1C=Nc3ccccc31)C2 (some centres not stated),i,12%,2,2,24%,-4%,-4%,10%,-2%,Spn PMK inh pilot replicates=7.0;Spn MK inh pilot replicates=2.0;DPM-DC inhibit pilot screen %=2.5
COC(=O)C1=C(N)Oc2c(c(=O)oc3ccccc23)[C@]12C(=O)N(C)c1ccccc12,i,3%,5,9,-24%,-24%,-26%,21%,-9%,
CCC(=NCc1ccc(F)cc1)c1c(O)n(C)c(=O)n(C)c1=O,i,8%,1,18,13%,10%,-1%,10%,1%,
O=C1C2CCCN2C(c2ccc(Cl)cc2)N1c1ccccn1 (configuration not stated),i,9%,0,22,.,.,-12%,3%,-7%,

# For convenience, some entries already given:
SMILES,DPM-DC inhibit,LYP phosphatase,Spn MK inh,Spn PMK inh,HPDE-C7K KRASV12,HPDE-C7 viability,HT1080 cytotoxicity,TNAP inhibition,Bfl-1 displacement,others
CCC1(CC)C(=O)NC(=Nc2cccc(C(F)(F)F)c2)NC1=O,i,6%,2,0,-28%,-15%,2%,5%,4%,
Nc1ccc(N2CCN(Cc3ccccc3Cl)CC2)c(Cl)c1,i,-5%,5,2,.,.,1%,4%,5%,
Cc1ccc2cccc(OC(=O)N(C)c3ccccc3)c2n1,i,14%,7,6,3%,0%,0%,4%,-8%,
C=CCn1c(O)c(C(C)=Nc2cc(OC)ccc2OC)c(=O)[nH]c1=O,i,1%,6,2,-11%,3%,-10%,6%,3%,
CC(=NCc1cccnc1)c1c(O)n(C2CCCCC2)c(=O)[nH]c1=O,i,.,8,8,-8%,-8%,-3%,10%,-4%,
COc1ccc(CN2CCN(Cc3ccccc3)CC2)c(OC)c1,i,5%,2,4,-3%,1%,10%,6%,0%,
CCOc1cccc(N2C(=O)CC(=O)NC2=O)c1,i,11%,6,1,1%,-8%,7%,8%,0%,Spn PMK inh pilot replicates=0.5;Spn MK inh pilot replicates=0.0;DPM-DC inhibit pilot screen %=2.5
CCCCNC(=O)Nc1ccc(C(O)(C(=O)OC)C(F)(F)F)cc1 (configuration not stated),i,1%,3,1,5%,-1%,14%,6%,5%,
CCC(=O)N1CCN(CCN=Cc2c(O)n(C)c(=O)n(C)c2=O)CC1,i,13%,7,9,-7%,-11%,-5%,6%,3%,
Cc1nnc2n1-c1ccc(Br)cc1C(c1ccccc1Cl)=NC2,i,-3%,9,0,11%,1%,5%,2%,-3%,
CN1[C@@H]2CC[C@H]1CC(OC(=O)C1C=Nc3ccccc31)C2 (some centres not stated),i,12%,2,2,24%,-4%,-4%,10%,-2%,Spn PMK inh pilot replicates=7.0;Spn MK inh pilot replicates=2.0;DPM-DC inhibit pilot screen %=2.5
COC(=O)C1=C(N)Oc2c(c(=O)oc3ccccc23)[C@]12C(=O)N(C)c1ccccc12,i,3%,5,9,-24%,-24%,-26%,21%,-9%,

# Not all compounds are listed; the hit share may differ from the screen's.
